# Source: PubChem BioAssay (National Center for Advancing Translational Sciences (NCATS))
# Akt phos inh – blocks phosphorylation of Akt; Neuro2A IGF-stimulated pAkt S473 HTRF, 20 min; active compounds read low; activity change, % for hits at 50 µM; actives 0.32% (n = 360,000); in the data active = activity change below about -80%; inconclusive = mostly about -51% to -80%; note: % is set by controls: 0 for no effect and ±100 for the full control effect
#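 Single-point screen (50 µM final compound) in Neuro2A cells stimulated 20 min with 6 nM IGF at 37 deg C. After lysis, Ser473-phosphorylated Akt read by HTRF (ex 330 nm, em 615/665 nm) as the 665/615 ratio.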
# TDP-43 yeast inh – inhibitors of TDP-43 toxicity in yeast | TDP-43 expressing yeast growth rescue, BacTiter-Glo, 24 h | Potency, µM (titrated, usually from 46.1 µM), inactives show at the top dose growth rescue (activation), actives largely listed as activators | actives 1.8% (n = 410,000) | AID 652104; note: potency is the fitted concentration of half-maximal effect; % of control where 0% means no effect; nearly all actives have a fitted effect of over 50% in size
#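 Growth rescue of TDP-43-toxic yeast measured as ATP luminescence (BacTiter-Glo). Cells grown to mid-log in raffinose, induced in galactose at OD600=0.02, exposed to compound 24 hr at 30 deg C.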
# D3 antag – antagonists of human D3 dopamine receptor; max response, negative = inhibition, %; D3R cells, DiscoveRx beta-arrestin luminescence, antagonist mode; active compounds read low; P35462; actives 2.5% (n = 360,000); in the data active = max response below about -50%; inconclusive = no clear call, values can overlap the other calls; note: % is set by controls: 0 for no effect and ±100 for the full control effect; mostly tested at two doses, the higher about 12 µM
#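 Cells expressing the human receptor were seeded at 1500 cells/well, incubated overnight at 37 degrees C in 5% CO2, then exposed to library compounds with dopamine controls for 90 minutes at 37 degrees C before luminescent detection.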
# aSyn rescue – inhibitors of alpha-synuclein toxicity in yeast | Yeast expressing alpha-synuclein, growth rescue, BacTiter-Glo, 24 h | Potency, µM (titrated, usually from 46.1 µM), for inactives: at the highest dose growth rescue (activation), most hits filed as activators | actives 0.14% (n = 370,000); note: potency is the fitted concentration of half-maximal effect; % of control where 0% means no effect; nearly all actives have a fitted effect of over 65% in size
#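 Galactose-induced alpha-syn yeast (OD600=0.02, raffinose-pregrown) + pinned cpd, 24 hr, 30 deg C; growth by BacTiter-Glo luminescence. Growth restoration scores as activation.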
# FUS yeast rescue – suppressors of FUS proteinopathy in yeast; Potency, µM (titrated, usually from 76.6 µM), without a hit: top-dose growth rescue (activation), actives largely listed as activators; actives 0.24% (n = 390,000); S. cerevisiae FUS-expressing, growth rescue, OD600, 24 h;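 note: potency is the fitted concentration of half-maximal effect; plate controls were DMSO vehicle for no effect and reference control for full effect; nearly all actives have a fitted effect of over 55% in size; some results filed as inactive show a strong effect at the top dose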
#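 Restored growth of FUS-toxic S. cerevisiae, read as 600 nm absorbance after 24 h at 30C in galactose medium (starting OD 0.005). Controls CP55940 and DMSO.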
# PTHR1 agonist – activates the human parathyroid hormone receptor PTHR1; Potency, µM (series often up to 115 µM), inactives show at the top dose activation, usual class: activators; Q03431; actives 0.075% (n = 410,000); HEK293 GP2 PTHR1 cells, GloSensor cAMP luminescence, 1 h; note: potency is the fitted concentration of half-maximal effect; nearly all actives have a fitted effect of over 55% in size; some results filed as inactive show a strong effect at the top dose; inactives centre near -15; many of its hits are not listed in these tables
# Target sequence (Q03431 whole entry, looked up): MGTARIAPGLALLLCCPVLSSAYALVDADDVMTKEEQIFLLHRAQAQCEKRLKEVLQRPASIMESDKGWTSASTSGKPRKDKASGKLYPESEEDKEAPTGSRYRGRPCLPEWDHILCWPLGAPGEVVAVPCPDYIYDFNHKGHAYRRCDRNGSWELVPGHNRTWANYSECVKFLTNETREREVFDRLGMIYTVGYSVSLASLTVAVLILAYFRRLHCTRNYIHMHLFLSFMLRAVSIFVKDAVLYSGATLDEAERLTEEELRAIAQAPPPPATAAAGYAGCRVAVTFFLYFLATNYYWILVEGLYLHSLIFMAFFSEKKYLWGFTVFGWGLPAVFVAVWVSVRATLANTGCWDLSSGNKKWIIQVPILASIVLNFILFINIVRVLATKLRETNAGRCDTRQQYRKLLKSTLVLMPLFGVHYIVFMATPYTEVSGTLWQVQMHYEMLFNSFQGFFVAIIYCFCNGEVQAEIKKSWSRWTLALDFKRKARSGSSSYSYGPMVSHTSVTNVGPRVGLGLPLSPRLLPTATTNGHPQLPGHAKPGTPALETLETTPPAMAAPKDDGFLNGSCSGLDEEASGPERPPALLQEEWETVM
#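 HEK-293-derived GP2 cells expressing PTHR1 and a GloSensor cAMP reporter, 3,000/well, plated overnight, given luciferin plus IBMX (each 0.5 mM as added) for 1 h at 37 °C, then compound for 1 h at 37 °C. Luminescence was read after 15 min at room temperature.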
# Abeta yeast res – restores growth of yeast expressing A-beta42 peptide; yeast expressing A-beta42, growth rescue, OD600, 48 h; response scale: 0% DMSO, 100% iron-clioquinol control; Potency, µM (doses to about 46.1 µM), for the others: top-dose growth rescue, usual class: activators; actives 0.063% (n = 410,000); AID 1347071; note: potency is the fitted concentration of half-maximal effect; nearly all actives have a fitted effect of over 55% in size
#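 Yeast growth medium received pinned compounds, then yeast cells expressing toxic A-beta were added; plates incubated at 30 C for 48 hr. Growth read as absorbance at 600 nm, normalized to DMSO and equimolar FeCl3 plus clioquinol controls.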
# GLP1R inv ag – acts as inverse agonist at human GLP-1 receptor; P43220; HEK293 GLP-1R CRE-luciferase, luminescence, 24 h; GLP-1R form is constitutively active; Potency, µM (series often up to 38.3 µM), for inactives: top-dose activity change, negative = inhibition, actives largely listed as inhibitors; actives 1.6% (n = 410,000); AID 624417; note: potency is the fitted concentration of half-maximal effect; % is set by controls: 0 for no effect and ±100 for the full control effect; nearly all actives have a fitted effect of over 55% in size
# Target sequence (P43220 whole entry, looked up): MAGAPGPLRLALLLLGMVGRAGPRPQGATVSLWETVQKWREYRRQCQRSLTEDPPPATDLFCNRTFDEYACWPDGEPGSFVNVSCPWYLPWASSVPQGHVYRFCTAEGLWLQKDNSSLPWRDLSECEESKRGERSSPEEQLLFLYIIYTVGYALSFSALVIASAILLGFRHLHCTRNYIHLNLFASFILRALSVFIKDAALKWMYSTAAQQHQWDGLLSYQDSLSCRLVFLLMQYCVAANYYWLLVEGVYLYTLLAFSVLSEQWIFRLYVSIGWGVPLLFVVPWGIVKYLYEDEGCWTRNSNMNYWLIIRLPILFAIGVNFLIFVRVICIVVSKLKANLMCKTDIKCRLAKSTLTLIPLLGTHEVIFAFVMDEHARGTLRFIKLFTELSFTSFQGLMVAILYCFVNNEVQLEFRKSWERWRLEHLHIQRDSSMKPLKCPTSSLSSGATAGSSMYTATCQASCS
#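 Constitutively active GLP-1R drives a cAMP-responsive luciferase in stably transfected HEK293 cells; test compounds are added after overnight (12 h) attachment and left 24 hr, and signal loss in luminescence marks inhibition.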
# GLP-1R agonist – activates the human GLP-1 receptor | P43220 | HEK293 GLP-1R CRE-luciferase, luminescence, 4-6 h; cells express a hypersensitive GLP-1R form | Potency, µM (top dose mostly 45.6 µM), for inactives: at the top dose activation, hits mostly activators | actives 0.007% (n = 380,000) | AID 624172; note: potency is the fitted concentration of half-maximal effect; % of control where 0% means no effect
# An asterisk follows results filed as active; i = inactive; ? = inconclusive; . = not tested or not shown; [ ] = remark or other dose. Unless noted, calls come from the whole dose curve; as a rule, active = well fitted curve in the direction sought with a large enough effect; inconclusive = small, poorly fitted or top-dose-only effect, or another doubt; inactive = no such curve, though single readings can be large; an effect the other way counts as inactive or inconclusive. A portion of the library; rates above refer to the full screens.
Molecule	Akt phos inh	TDP-43 yeast inh	D3 antag	aSyn rescue	FUS yeast rescue	PTHR1 agonist	Abeta yeast res	GLP1R inv ag	GLP-1R agonist
CCCc1cc(C(=O)Nc2sc3c(c2C(=O)OCC)CCCC3)no1	i	?	-9	-4%	12%	i	-4%	12%	17%
Nc1nc(NCc2ccco2)nc(N2CCCC2)c1[N+](=O)[O-]	i	6%	3	6%	-4%	-12%	-2%	51%[activator]	22%
O=C1Nc2ccc([N+](=O)[O-])cc2OC1CCN1CCCC1 (stereo unspecified)	i	-2%	1	-1%	9%	i	-16%	39%[activator]	1%
COc1ccc(NC(=O)c2ccc(S(=O)(=O)C(F)F)cc2)c(OC)c1	i	26%	6	-7%	-28%	-11%	22%	-20%	8%
COc1ccc(C(c2nnnn2C2CCCCC2)N2CCN(c3ccccc3F)CC2)cc1 (stereo unspecified)	i	-2%	-13	1%	22%	-25%	-24%	?	-7%
O=C(/C=C/Nc1ccc(Br)cc1F)c1ccccc1	i	-7%	-26	-20%	-11%	-53%	-23%	?	-32%[inhibitor]
Cc1ccc(CNC(=O)c2ccc(CN3CC(=O)N4CCCCC4C3=O)cc2)cc1 (stereo unspecified)	.	15%	.	.	14%	-10%	-13%	0%	.
Cc1ccccc1-c1cc(C(=O)N2CCCC2)c2ccccc2n1	i	?	4	1%	28%	i	-1%	7%	-5%
COc1ccccc1C1CC(=O)Nc2cc(C)c(C)cc21 (stereo unspecified)	i	-16%	3	10%	4%	-15%	5%	?	5%
Cc1c(C(=O)Oc2ccc(F)cc2)sc2ncn(Cc3cccc(F)c3)c(=O)c12	i	-1%	-1	1%	.	i	-2%	1%	2%
C=CCN1C(=O)c2ccc(C(=O)NCC(=O)Nc3c(C)cc(C)cc3C)cc2C1=O	i	19%	16	-8%	-22%	-8%	-16%	2%	2%
CC(Nc1oc(-c2ccc(COc3ccc(Cl)cc3)o2)nc1C#N)c1ccccc1 (stereo unspecified)	.	8%	.	.	-11%	i	5%	-8%	.
COc1ccccc1CNC(=O)C(C)NS(=O)(=O)c1ccc(C)cc1 (stereo unspecified)	i	-12%	12	2%	7%	i	22%	-1%	0%
CCN1CCN(c2ccc(S(=O)(=O)N3CCOCC3)cc2NC(=O)c2ccccc2SC)CC1	i	14%	1	2%	16%	i	6%	9%	15%
Cn1nnnc1SCC(=O)N1CCc2ccccc2C1	i	-14%	-14	1%	22%	i	2%	5%	-3%
Cc1cc(-c2cc(-c3ccc(Cl)cc3)on2)nc(NCC2CC2)n1	i	?	6	1%	-8%	13%	6%	5%	0%
Cc1c(C(=O)O)sc(=S)n1-c1ccc(Cl)cc1	i	-9%	-16	0%	2%	i	-25%	-24%	-1%
Nc1nonc1NC(=O)NN=C1CCCCC1	i	-13%	0	1%	-4%	-4%	14%	17%	8%
CCCC1CC(C)(c2csc(Nc3ccc(OCC)cc3)n2)OC1=O (stereo unspecified)	i	18µM*	10	19%	22%	i	3%	11µM*	11%
Cc1ccc(S(=O)(=O)n2c([N+](=O)[O-])cnc2C)cc1C	i	-24%	2	-3%	13%	-18%	8%	-3%	-1%
CCC1(C)Cc2ccccc2-c2[nH][nH]c(=O)c21 (stereo unspecified)	i	-30%	8	2%	15%	-24%	-2%	8%	-5%
CC1=NN(c2ccccc2)C(=O)/C1=C/c1cccc(C)c1	i	-11%	4	-6%	29%	-7%	20%	10%	-1%
O=C(Nc1ccc(Cl)cn1)Nc1cccs1	i	16%	1	0%	37%	-10%[57.5 µM]	29%	13%	0%
Oc1ccc2n[nH]nc2c1	i	6%	24	3%	.	i	0%	20%	-9%
Cc1nn(CC(=O)Nc2ccc3c(c2)OCO3)c(C)c1Cl	.	-3%	-14	-4%	-8%	-14%	8%	-15%	2%
O=C(Cn1cc([N+](=O)[O-])cn1)N1CCCc2ccccc21	i	14%	-1	-1%	18%	i	0%	-4%	4%
COc1ccc(N2CCN(C(=O)c3ccc(C(C)(C)C)cc3)CC2)cc1	i	21%	10	0%	37%	-12%	-23%	?	5%
CC(=O)NC1CC2CCCC(C1)N2C(=O)Nc1ccccc1C (stereo unspecified)	i	-4%	-17	-2%	-14%	-19%	-11%	3%	1%
COCCN(Cc1ccco1)C(=O)c1cc2c(=O)[nH]c3ccc(C)cc3c2s1	.	0%	.	.	5%	i	-1%	4%	.
Cc1cccc(NC(=O)COc2cccc3c2CCN(C)C3=O)c1C	i	12%	2	9%	5%	-10%	-4%	48%[activator]	8%

# (next part)
Molecule	Akt phos inh	TDP-43 yeast inh	D3 antag	aSyn rescue	FUS yeast rescue	PTHR1 agonist	Abeta yeast res	GLP1R inv ag	GLP-1R agonist
Cc1cc(NC(=O)C2CC(c3ccccc3Cl)=NO2)no1 (stereo unspecified)	i	17%	-9	1%	1%	-10%[57.5 µM]	-5%	19%	1%
N#Cc1c(NC(=O)CSc2n[nH]c(N)n2)oc(-c2ccccc2)c1-c1ccccc1	i	19%	1	3%	9%	i	17%	13%	-8%
CSc1ccc(OC2(C)CCN(Cc3ccc(-c4ccccn4)cc3)C2)cc1 (stereo unspecified)	i	3%	-55*	-1%	-5%	-13%	-5%	-16%	18%
Cc1cc(C)c(C)c(S(=O)(=O)N2CCN(CC(=O)NC(=O)NCc3ccccc3)CC2)c1C	i	3%	0	1%	-1%	-29%	-2%	?	-5%
CN1CCCN(S(=O)(=O)c2ccccc2)c2nc3ccccc3nc21	i	9%	-11	26%	21%	i	-2%	5%	2%
O=C(COc1ncnc2scc(-c3ccc(Cl)cc3)c12)NCc1ccco1	i	20%	5	2%	-2%	-3%	12%	-32%	-3%
CN(CC(=O)NCCN1CCN(Cc2ccccc2)CC1)S(=O)(=O)c1cccc2nsnc12	i	-1%	-18	1%	20%	i	-14%	-14%	3%
O=C(COC(=O)CCN=C1NS(=O)(=O)c2ccccc21)NNC(=O)c1ccc(Cl)cc1	i	-6%	?	2%	-2%	i	-11%	15%	-4%
CCOc1ccccc1NC(=O)c1ccccc1-c1nc(-c2ccccc2)no1	i	-5%	15	1%	30%	21%[57.5 µM]	13%	0%	-1%
COc1ccc(CNS(=O)(=O)c2cc3c(cc2Cl)N(C(C)=O)CCO3)cc1	.	24%	.	.	12%	i	0%	6%	.
C=CCN(CC=C)C(=O)COC(=O)c1ccc(Sc2ncn[nH]2)c([N+](=O)[O-])c1	i	-12%	-16	-1%	3%	-4%	-14%	11%	-1%
CCc1cc2c(SC(C)C(=O)NC3CCCC3)ncnc2s1 (stereo unspecified)	i	35µM*	13	12%	-2%	i	6%	?	-6%
CCO[C@H]1OC(C(=O)O)=C[C@@H](c2ccc3c(c2)OCO3)[C@@H]1CCCO	i	13%	26	2%	-13%	19%	-8%	5%	-1%
Cc1cc(=O)oc2c3c(cc(OCC(=O)NCCC(=O)N[C@@H](C)C(=O)O)c12)OC(C)(C)CC3	i	-4%	-20	13%	8%	i	-2%	34%[activator]	1%
COc1ccc(C)cc1NC(=O)C1CCCN1S(=O)(=O)c1ccc2c(c1)CCC(=O)N2 (stereo unspecified)	i	7%	3	1%	15%	-80%[inhibitor]	-8%	9%	2%
CN(CCO)C(=O)c1nc[nH]c1C(=O)N(C)Cc1ccccc1	i	-22%	-16	-6%	8%	21%	-15%	19%	-5%
CC1CCN(C(=O)CN2C(=O)c3cccc4cccc(c34)C2=O)CC1	i	6%	-20	11%	-6%	-11%	10%	-4%[7.66 µM]	-1%
Cc1ccc(OCc2nnc(SCC(=O)c3ccccc3)n2-c2ccccc2)cc1	i	-16%	-24	-14%	?	-5%	?	-15%	7%
Cc1c(C(=O)c2ccccc2C(=O)O)sc2ccccc12	i	11µM*	3	1%	5%	i	13%	-3%	7%
COc1cccc(CNC(=O)C2CCC(=O)N(CCc3cccc(F)c3)C2)c1 (stereo unspecified)	i	17%	14	-6%	9%	-1%	-3%	-23%	-1%
O=C(N1CCN(Cc2ccc3c(c2)OCO3)CC1)C12CC3CC(CC(C3)C1)C2	i	-12%	-64*	2%	-13%	i	14%	?	15%
COc1ccc(-c2ccc3nnc(SCC(N)=O)n3n2)cc1	i	-4%	-6	0%	14%	i	-6%	41%[activator]	6%
COC(=O)Cn1cc(/C=N/NC(=O)c2ccc(C#N)cc2F)c2ccccc21	i	-15%	-10	0%	20%	i	-28%	0%	-8%
COC(=O)Cn1c(=O)c2c(nc3n2CC(C)CN3c2ccc(C)c(C)c2)n(C)c1=O (stereo unspecified)	i	27%	17	6%	2%	-67%[inhibitor]	-1%	-19%	-4%
CCOC(=O)c1sc(NC(=O)CCN2C(=O)c3cccc([N+](=O)[O-])c3C2=O)c(C(=O)OCC)c1C	i	-15%	-14	-3%	30%	33%[57.5 µM]	2%	3%	6%
CC(=O)Nc1ccc(NC(=O)CCCc2nc(-c3ccc(C(C)(C)C)cc3)no2)cc1	.	20%	.	.	2%	-58%[inhibitor]	-12%	?	.
CC1C(=O)N2CCCc3cc(NC(=O)COc4ccccc4)cc1c32 (stereo unspecified)	i	17%	0	15%	20%	i	1%	24%	0%
O=C(O)c1ccc(Nc2ncnc3c2cnn3Cc2ccccc2)cc1	i	-18%	6	0%	19%	i	-12%	3%	2%

# Ordered by SMILES length (rising): some entries from above
Molecule	Akt phos inh	TDP-43 yeast inh	D3 antag	aSyn rescue	FUS yeast rescue	PTHR1 agonist	Abeta yeast res	GLP1R inv ag	GLP-1R agonist
CCOc1ccccc1NC(=O)c1ccccc1-c1nc(-c2ccccc2)no1	i	-5%	15	1%	30%	21%[57.5 µM]	13%	0%	-1%
O=C(N1CCN(Cc2ccc3c(c2)OCO3)CC1)C12CC3CC(CC(C3)C1)C2	i	-12%	-64*	2%	-13%	i	14%	?	15%
O=C(COC(=O)CCN=C1NS(=O)(=O)c2ccccc21)NNC(=O)c1ccc(Cl)cc1	i	-6%	?	2%	-2%	i	-11%	15%	-4%
